From PubChem
IEC-6 cytotox: counter-screen for KLF5 inhibitors: cytotoxicity in IEC-6 cells. IEC-6 cytotoxicity, luminescence viability. inhibition, % at 5 µM. 290,000 tested, 0.78% active. AID 1825; in the data active = inhibition above about 22%;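 also: 0% = plate median of test compound wells and 100% = cytotoxic reference compound wells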
GSK3beta inhib: inhibitors of human GSK3beta kinase | activity score (negative = inhibition), % at 10 µM | AID 2097 | P49841 | 300,000 tested, 0.038% active | GST-GSK3beta kinase, ADP-Glo luminescence, 60 min; hits give low values;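 active = more than half of replicate wells score below -50%, meaning over 50% inhibition versus plate controls; inconclusive = some replicates but at most half score below -50%; inactive = no replicate scores below -50%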;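 also: 0% = median DMSO wells and -100% = median GW8510 positive control wells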
Target sequence (P49841 whole entry, looked up): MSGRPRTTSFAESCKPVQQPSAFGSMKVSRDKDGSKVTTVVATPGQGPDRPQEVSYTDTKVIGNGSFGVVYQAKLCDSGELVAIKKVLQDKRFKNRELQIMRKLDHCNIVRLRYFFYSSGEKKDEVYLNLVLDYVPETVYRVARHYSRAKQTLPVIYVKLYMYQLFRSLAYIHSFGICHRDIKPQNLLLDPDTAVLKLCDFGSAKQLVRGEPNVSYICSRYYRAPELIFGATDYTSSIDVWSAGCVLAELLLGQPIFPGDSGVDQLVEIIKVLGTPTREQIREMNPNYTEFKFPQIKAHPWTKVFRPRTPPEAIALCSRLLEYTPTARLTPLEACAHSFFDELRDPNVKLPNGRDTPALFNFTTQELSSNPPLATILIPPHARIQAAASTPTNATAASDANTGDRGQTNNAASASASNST
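Test system: GST-fused GSK3beta enzyme, cell-free | Quantity: 1.6 ng GST-GSK3beta enzyme per well | Reagent: 25 µM ATP with peptide substrate | Schedule: 60 min enzyme reaction, room temperature | Signal: Luminescent ADP-Glo measurement of ADP formed | Read-out basis: Score relative to plate controls | Control set: DMSO and 20 µM GW8510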
AI-2 QS modul: Vibrio harveyi AI-2 quorum sensing modulation. AID 2094. activity change, % at 7.5 µM. 300,000 tested, 0.4% active. Vibrio harveyi JMH597 AI-2 luminescence/OD600 ratio, 9 h; hits give low values; strain lacks LuxN and CqsS sensors; 0 = neutral-control median; in the data active = activity change below about -75%, passing the limit was not always enough; inconclusive = no clear call, values can overlap the other calls;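 also: luminescence divided by OD600 gain over 9 h not by final OD600 alone; inactives centre near 13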
KLF5 inhibitor: kruppel-like factor 5 inhibition | DLD-1 KLF5 promoter-luciferase reporter, luminescence | inhibition, % at 5 µM | 290,000 tested, 0.23% active | AID 1700;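 active = inhibition above a per-plate limit of that plate's mean compound inhibition plus 3 SD, cut at about 60% in these data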;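 also: 0% = DMSO wells and 100% = LY294002 at 200 µM; higher means less KLF5 promoter-driven luciferase light; inactives centre near -14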
aSyn 5UTR inh: 5' untranslated region of α-synuclein, MLPCN primary screen | alpha-synuclein 5'UTR reporter, inhibitor activity | 300,000 tested, 0.82% active | inhibition, % (tested at 7.5 µM) | AID 1813; in the data active = inhibition above about 60%; inconclusive = no clear call, values can overlap the other calls;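 also: H4 neuroglioblastoma cells stably carrying SNCA 5'UTR luciferase fusion; 0% = DMSO wells and 100% = positive control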
HSF1 inhib: HSF1 inhibition; 300,000 tested, 0.77% active; NIH3T3-HGL HSE-luciferase, MG132-induced, luminescence 8 h; hits give low values; activity change, negative = inhibition, % at 7.5 µM (by protocol); AID 2098;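 active = more than half of replicate wells show activity change below -50%, luminescence cut by over half; inconclusive = some wells, but at most half, below -50%; inactive = no replicate well below -50%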;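 also: luciferase reports HSF-1 transcriptional activity via heat shock element; 0% = median of DMSO wells and -100% = zero luminescence signal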
GSK3A inh: human GSK-3 alpha kinase inhibition; ADP-Glo luminescence, 60 min; inhibition, % at 10 µM; 320,000 tested, 0.1% active; P49840; AID 2650;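 in the data active = inhibition above about 50%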;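 also: GST-tagged GSK-3 alpha with peptide substrate and 25 µM ATP; 0% = DMSO neutral wells and 100% = GW8510 positive control wells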
Target sequence (P49840 whole entry, looked up): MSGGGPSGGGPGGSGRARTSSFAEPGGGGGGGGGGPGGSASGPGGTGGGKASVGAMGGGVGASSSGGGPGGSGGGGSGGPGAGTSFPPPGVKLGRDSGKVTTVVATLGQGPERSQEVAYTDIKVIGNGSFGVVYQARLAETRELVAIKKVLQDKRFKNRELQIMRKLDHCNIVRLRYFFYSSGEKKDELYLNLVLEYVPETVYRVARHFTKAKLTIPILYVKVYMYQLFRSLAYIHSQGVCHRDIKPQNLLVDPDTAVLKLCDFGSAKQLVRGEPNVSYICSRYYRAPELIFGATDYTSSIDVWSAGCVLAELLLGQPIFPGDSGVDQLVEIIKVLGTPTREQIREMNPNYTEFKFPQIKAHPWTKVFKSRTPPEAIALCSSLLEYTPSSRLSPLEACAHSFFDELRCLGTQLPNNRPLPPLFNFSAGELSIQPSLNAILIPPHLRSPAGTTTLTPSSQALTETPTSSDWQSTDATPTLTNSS
HSP90 refold inh: inhibitors of HSP90 luciferase refolding in rabbit reticulocyte lysate | luciferase refolding luminescence, 3 h | inhibition, % at 5.6 µM | 290,000 tested, 0.91% active | AID 1789;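 active = inhibition above the screen-wide mean plus 3 SD, computed separately per campaign, cut at about 16% in these data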;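 also: 0% = DMSO wells and 100% = 60 µM geldanamycin wells; inhibitors lower the luminescence because luciferase stays unfolded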
HSF-1 act: increases HSF-1 driven luciferase reporter signal. NIH3T3-HGL HSF-1 luciferase reporter, MG132, 8 h; 100% = twice DMSO control signal. activation, % at 9 µM. 300,000 tested, 1.7% active. AID 504408;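 active = mean replicate activation of at least 50% with a set share of replicates each reaching 50%; inconclusive = only one of those two conditions met; inactive = mean below 50% and too few replicates reaching it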;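 also: 0% = median of the neutral control wells and 100% = twice that signal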
HIF act: HIF pathway transcriptional activation | U2OS HRE-luciferase reporter, luminescence; normalized: DMSO 0%, desferrioxamine 100% | activation, % at 7.5 µM (by protocol) | 300,000 tested, 0.32% active;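 active = mean activation of at least 10% of the iron chelator positive control signal, with at least half of replicates also reaching 10%; inconclusive = mean and replicate majority disagree about reaching 10%; inactive = mean and most replicates under 10%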
An asterisk follows results filed as active; ? = inconclusive; / = no result given.

smiles	IEC-6 cytotox	GSK3beta inhib	AI-2 QS modul	KLF5 inhibitor	aSyn 5UTR inh	HSF1 inhib	GSK3A inh	HSP90 refold inh	HSF-1 act	HIF act
Cc1cc(C(=O)CCC(=O)N2CCN(S(=O)(=O)c3ccccc3)CC2)c(C)s1	/	2	5	/	6	3	-3	/	-1	-0.4
CC(C)NCC(O)COC1CCC(C(C)(C)C)CC1 (stereo unspecified)	4	3	8	-15	-10	-8	0	5	-10	-0.8
S=C(NCCc1ccccn1)Nc1cccc(Cl)c1	3	4	1	-27	2	11	1	-5	33	0.6
CCOC(=O)c1cn(-c2ccc(F)c(F)c2)c2c(F)c(F)c(F)c(F)c2c1=O	-6	-1	10	-27	-22	/	/	0	/	1.5
Cc1nc2ccccc2n1C(=O)N(C)C	5	3	31	-2	-1	-8	1	3	-4	0.2
CN1CCN(C(CNS(=O)(=O)c2ccc(Cl)cc2)c2cccnc2)CC1 (stereo unspecified)	0	-3	14	-36	-8	-10	0	-1	5	-0.2
O=S(=O)(NCC(c1cccnc1)N1CCN(c2ccccc2)CC1)c1cccs1 (stereo unspecified)	4	0	34	9	7	-7	-5	1	-1	-0.4
CC1(C)CC(=O)C(C#N)=C(NCCCO)C1	-5	-5	22	-25	-12	-1	-4	-1	7	-0.1
CN(C)S(=O)(=O)c1cccc(C(=O)N2CCc3ccccc32)c1	4	-1	25	3	-17	-6	-3	0	-4	-0.4
COc1ccc2[nH]c3c(c2c1)CCN1C(=O)N([C@@H](C)C(=O)NCCc2ccc(F)cc2)C(=O)[C@]31C	9	-1	27	-10	5	12	1	1	14	-0.2

smiles	IEC-6 cytotox	GSK3beta inhib	AI-2 QS modul	KLF5 inhibitor	aSyn 5UTR inh	HSF1 inhib	GSK3A inh	HSP90 refold inh	HSF-1 act	HIF act
CC(C)(C)c1ccc(S(=O)(=O)N2CCSC2)cc1	-7	4	17	-12	3	-1	-3	-1	3	-1.1
Cn1c(C(=O)O)cc2c(=O)n3ccccc3nc21	1	1	36	-7	1	-13	4	4	0	-0.4
CCCC(=O)NC(=S)Nc1ccc(CN2CCOCC2)cc1	-4	4	14	-34	-8	-1	-1	-1	-13	0.3
Cc1ccc(NC(=O)Cn2nc(-c3ccco3)ccc2=O)cc1Cl	-7	-2	-4	0	-4	-4	-1	7	4	-0.4
COc1ccc(-n2c(C)cc(/C=C(\C#N)C(=O)NCc3ccco3)c2C)cc1	7	-1	2	16	-37	2	-1	-3	24	0.6
COc1ccccc1NC(=O)c1ccc(NC(=O)CSc2nnnn2C)cc1	-4	-2	8	-34	-11	-4	0	-1	-5	-0.2
CCc1nnc(NS(=O)(=O)c2ccc(NC(=O)c3ccccc3OC)cc2)s1	5	0	15	-33	-5	1	-4	-4	2	0.0
O=C(CSC1=N/C(=C/c2ccco2)C(=O)N1c1ccc(OC(F)F)cc1)NC1CCS(=O)(=O)C1 (stereo unspecified)	-5	-4	?	-20	-5	26	2	6	64*	0.5
O=C(Nc1ccc(S(=O)(=O)N2CCOCC2)cc1)c1cc([N+](=O)[O-])ccc1Cl	-2	-4	14	-46	-67	43	0	0	?	-0.4
Cc1cccc(OCc2nnc(SCC(=O)Nc3cccc(C(=O)N4CCOCC4)c3)n2C)c1C	0	-1	10	-8	13	0	2	-4	1	-0.5

smiles	IEC-6 cytotox	GSK3beta inhib	AI-2 QS modul	KLF5 inhibitor	aSyn 5UTR inh	HSF1 inhib	GSK3A inh	HSP90 refold inh	HSF-1 act	HIF act
CC(C)OCCCNCC(O)c1ccccc1 (stereo unspecified)	-6	3	8	-10	-17	4	-1	2	-3	0.4
O=c1c2c3c(sc2nc(NCCOCCO)n1Cc1ccco1)CCCCC3	-2	3	15	-11	24	-62*	-4	3	-62	1.0
CC(C)(C)c1ccc(C(=O)NN2C(=O)CSC2=S)cc1	-4	2	29	-12	-10	5	-6	3	5	0.7
O=C(NCCO)Nc1ccc2nsnc2c1	1	-25	-9	-22	-27	1	0	1	5	0.2
O=Cc1ccc2cccnc2n1	6	-1	19	20	-19	-3	-1	4	-1	-0.8
CC(=O)Oc1ccc(N2C(=O)c3cccc4c([N+](=O)[O-])ccc(c34)C2=O)cc1	7	-3	21	-42	15	-4	-1	-1	3	-0.6
CCN(CC)C(=O)C1CCCN(C(=O)Nc2ccccc2)C1 (stereo unspecified)	0	0	4	3	-19	-9	-5	0	7	-0.2
COc1ccc(C(=O)NCCc2ccc(S(N)(=O)=O)cc2)cc1OC	-2	3	20	-55	-12	-5	1	1	2	-0.1
Cn1cc(C(=O)c2cccc(Cl)c2)cc1/C=N\O	1	-15	12	-22	-6	-11	34	-3	-19	0.4
CC(C)(C)NC(=O)C1N(c2cccnc2)C(=O)C2C(C(=O)Nc3ccccc3)C3(C)C=CC21O3 (stereo unspecified)	8	0	17	-7	18	2	-3	7	-5	0.3

smiles	IEC-6 cytotox	GSK3beta inhib	AI-2 QS modul	KLF5 inhibitor	aSyn 5UTR inh	HSF1 inhib	GSK3A inh	HSP90 refold inh	HSF-1 act	HIF act
Cc1cc(C)nc(SCc2nnc(SCC(=O)N3CCCc4ccccc43)o2)n1	8	3	17	13	17	-2	-2	2	0	-0.5
COc1ccccc1S(=O)(=O)Cc1ccc(C(=O)NCC(OC)OC)o1	3	1	4	-30	-3	-9	-1	-1	2	2.3
COc1ccc(C(=O)COC(=O)c2cc3ccccc3oc2=O)c(OC)c1	/	/	/	/	-12	4	0	/	-1	0.2
O=C(O)[C@H]1CCCC[C@H]1C(=O)NCCNC(=O)[C@@H]1CCCC[C@@H]1C(=O)O	-3	2	15	-46	44	-4	1	6	20	-0.3
CCCN(CCC)C(=O)CP(=O)(c1ccccc1)c1ccccc1	2	1	6	9	-28	5	-1	5	24	0.0
CS(=O)(=O)c1ccc2nc(NC(=O)c3ccc(Cn4cc(Br)cn4)o3)sc2c1	-4	3	18	-34	-18	0	-4	4	-6	-0.2
O=C(Nc1ccc(F)c(F)c1)C1CCN(S(=O)(=O)c2cccc3nonc23)CC1	5	-2	24	3	-1	10	-2	-5	0	-29
O=C(Nc1nccs1)c1cn2ccccc2n1	7	-5	13	-31	65*	/	3	33*	/	/
C=CCn1c(SCC(=O)c2[nH]c(C)c(C(=O)OCC)c2C)nc2scc(-c3ccc(OC)c(OC)c3)c2c1=O	-8	-9	18	11	?	1	-2	9	-8	-4.0
Cc1cc(N2CCN(C(=O)c3ccco3)CC2)n2nc(C)c(-c3ccccc3)c2n1	-1	0	-7	-30	11	3	/	-4	11	-0.1

smiles	IEC-6 cytotox	GSK3beta inhib	AI-2 QS modul	KLF5 inhibitor	aSyn 5UTR inh	HSF1 inhib	GSK3A inh	HSP90 refold inh	HSF-1 act	HIF act
CCCC1=C(C(=O)OCC)C(c2cccs2)n2ncnc2N1 (stereo unspecified)	-3	-42	3	-12	-7	0	61*	1	-5	-0.2
COC(=O)c1cccc(N(C(=O)CNC(=O)c2cccs2)C(C(=O)NCC2CCCO2)c2ccc(OC)c(OC)c2)c1 (stereo unspecified)	-13	-4	4	-15	-1	-5	7	-11	-18	0.5
Cc1ccc(N(CC(=O)NCc2ccc3c(c2)OCO3)S(=O)(=O)c2c(C)noc2C)cc1	3	4	30	-1	12	3	0	3	-1	0.0
COc1cccc(C(=O)Nc2sc(C(C)C)cc2C(N)=O)c1OC	0	-1	24	-30	-3	-79*	-1	-1	-84	0.5
O=C(N/N=C/c1sc(N2CCOCC2)nc1-c1ccccc1)c1ccccc1O	-3	-2	30	-10	23	4	0	-1	17	-1.3
O=C(N/N=C/c1ccc(Br)s1)Nc1ccccc1	-6	-1	4	-16	-51	22	-8	-6	17	0.6
O=C(NCCC1=CCCCC1)c1ccc(CN2CCOCC2)cc1	5	-4	0	-132	-73	-9	-1	5	1	0.7
Cc1nc2ncnn2c(N2CCN(C(=O)c3cccc(F)c3)CC2)c1C	2	-1	14	9	15	1	-2	3	8	2.1
Nc1nnc(CC(=O)N2CCCCC2)s1	0	-2	5	-39	14	-3	-4	-2	4	0.2
O=C(Cc1ccccc1)c1c[nH]c(C(=O)C(Cl)(Cl)Cl)c1	2	0	-18	-36	-59	10	1	0	9	2.9

smiles	IEC-6 cytotox	GSK3beta inhib	AI-2 QS modul	KLF5 inhibitor	aSyn 5UTR inh	HSF1 inhib	GSK3A inh	HSP90 refold inh	HSF-1 act	HIF act
COc1ccc(S(=O)(=O)N2CCCC(C(=O)NCc3ccncc3)C2)cc1Cl (stereo unspecified)	-4	6	11	-7	29	8	1	-3	-10	-0.1
N#Cc1c2n(c(=S)n(-c3ccccc3[N+](=O)[O-])c1=O)CCCCC2	-3	0	7	-14	-11	-1	1	1	-3	-0.5
O=C(O)CCCC(=O)Nc1ccccc1C(=O)O	-1	3	18	-10	-15	10	-1	-1	-10	-0.4
O=C(COc1cccc(NC(=O)c2ccccc2)c1)c1ccc(F)cc1	4	-4	22	-6	11	6	0	2	12	0.6
CCOC(=O)Cc1c(C)nc2cc(C)nn2c1C	-4	5	14	-16	3	-3	2	-4	31	0.1
O=C(NCc1ccco1)C12CN(Cc3ccccc3)CC1C(c1cccc([N+](=O)[O-])c1)=NO2 (stereo unspecified)	-6	-1	8	12	14	8	0	-2	-12	-5.5
O=C(Nc1ccc(S(=O)(=O)N2CCOCC2)cc1)c1c(F)cccc1F	-8	-1	28	23	6	9	3	0	12	-33
CCOC(=O)N/N=C(\C)c1ccc(OC(F)F)cc1OC(F)F	2	2	13	-23	-4	4	-2	0	-12	0.1
